Screening results (PubChem BioAssay)
AMA1-RON2 inh: qHTS for Inhibitors of AMA1-RON; Towards Development of Antimalarial Drug Lead: Primary Screen; Plasmodium falciparum AMA1 (3D7) - RON2 peptide interaction; AlphaScreen AMA1-biotinylated RON2 peptide binding; Potency, µM (highest dose often 58.2 µM), for inactives: at the highest dose activity change, negative = inhibition, hits mostly inhibitors; 360,000 compounds, 0.2% hits;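 further: potency means the concentration at half of the fitted maximal effect; 0% = vehicle wells and -100% = peptide control; nearly all actives have a fitted effect of over 45% in size; some results filed as inactive show a strong effect at the top dose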
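AMA1 (3D7) with his tag at 25 nM final met compounds first, then biotinylated RON2 peptide at 25 nM; detection used donor plus acceptor beads, 10 µg/mL apiece, read by AlphaScreen after 30 min at room temperature.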
HCV inh: qHTS Assay for Inhibitors of Hepatitis C Virus (HCV); 340,000 compounds, 3.4% hits; Potency, µM (doses to about 41.8 µM), for inactives: at the highest dose activity change, negative = inhibition, most hits filed as inhibitors; Huh7.5.1 HCVcc-Cre infection, luciferase reporter, 44 h; further: potency means the concentration at half of the fitted maximal effect
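A cell-based infection assay in which seeded cells (1,000 per well) receive test compound after 4 h, are inoculated with HCVcc-Cre at approximately 0.5 moi, and are incubated 44 h before luminescence detection.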
AmpC inh detg: qHTS Inhibitors of AmpC Beta-Lactamase (assay with detergent); P00811; AmpC hydrolysis of nitrocefin, absorbance 480 nm, 0.01% Triton; Potency, µM (series often up to 114 µM), for the others: at the top dose activity change, negative = inhibition, most hits filed as inhibitors; 370,000 compounds, 0.041% hits; AID 485294, 2010;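 further: potency means the concentration at half of the fitted maximal effect; 0% = no-compound wells and -100% = no-enzyme wells; nearly all actives have a fitted effect of over 25% in size; some results filed as inactive show a strong effect at the top dose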
Target sequence (P00811 whole entry, looked up): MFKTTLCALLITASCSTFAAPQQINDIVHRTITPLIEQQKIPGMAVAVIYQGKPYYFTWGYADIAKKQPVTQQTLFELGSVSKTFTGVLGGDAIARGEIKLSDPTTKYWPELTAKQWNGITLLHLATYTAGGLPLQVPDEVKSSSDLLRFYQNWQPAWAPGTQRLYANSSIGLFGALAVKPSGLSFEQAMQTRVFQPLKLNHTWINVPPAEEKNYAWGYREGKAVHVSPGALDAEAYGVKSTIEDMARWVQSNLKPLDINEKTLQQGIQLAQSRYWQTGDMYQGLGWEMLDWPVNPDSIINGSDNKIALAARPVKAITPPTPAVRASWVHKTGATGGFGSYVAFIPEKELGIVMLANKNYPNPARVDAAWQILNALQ
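AmpC (5.3 nM in the dispensed reagent) in 20 mM phosphate pH 7.0 with 0.01% (detergent screen) or 0.0001% Triton X-100 was preincubated with compounds for 15 min at room temperature. Nitrocefin was then added from an 800 uM solution, and hydrolysis was followed at 480 nm.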
HCMV antiviral: qHTS Assay for inhibitors of the human cytomegalovirus (HCMV) | 410,000 compounds, 4.5% hits | activity change, negative = inhibition, % at 57.5 µM | HFF cells, HCMV-luciferase reporter, 72 h; active compounds read low; in the data active means activity change below about -60%; inconclusive means no clear call, values can overlap the other calls; inactive means above about -39%
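Human foreskin fibroblasts infected with luciferase-reporter HCMV at MOI 1 PFU/cell, compounds at two doses. Luciferase measured 72 h post infection; normalized to buffer-only basal and Salinomycin (10uM) controls.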
AmpC no deterg: qHTS Inhibitors of AmpC Beta-Lactamase (assay without detergent). P00811. AmpC nitrocefin hydrolysis, absorbance 480 nm, 0.0001% Triton. Potency, µM (titrated, usually from 57.1 µM), for the others: at the top dose activity change, negative = inhibition, usual class: inhibitors. 330,000 compounds, 0.52% hits;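 further: potency means the concentration at half of the fitted maximal effect; plate controls were no compound for no effect and no enzyme for full effect; nearly all actives have a fitted effect of over 20% in size; some results filed as inactive show a strong effect at the top dose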
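AmpC (5.3 nM in the dispensed reagent) in 20 mM phosphate pH 7.0 with 0.01% (detergent screen) or 0.0001% Triton X-100 was preincubated with compounds for 15 min at room temperature. Nitrocefin was then added from an 800 uM solution, and hydrolysis was followed at 480 nm.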
LmPK inhibitor: qHTS Assay for Inhibitors of Leishmania Mexicana Pyruvate Kinase (LmPK); Q27686; purified LmPK, Kinase-Glo ATP luminescence, 1 h; Potency, µM (titrated, usually from 57.5 µM), for inactives: at the highest dose activity change, negative = inhibition, usual class: inhibitors; 290,000 compounds, 0.37% hits; further: potency means the concentration at half of the fitted maximal effect
Target sequence (Q27686 whole entry, looked up): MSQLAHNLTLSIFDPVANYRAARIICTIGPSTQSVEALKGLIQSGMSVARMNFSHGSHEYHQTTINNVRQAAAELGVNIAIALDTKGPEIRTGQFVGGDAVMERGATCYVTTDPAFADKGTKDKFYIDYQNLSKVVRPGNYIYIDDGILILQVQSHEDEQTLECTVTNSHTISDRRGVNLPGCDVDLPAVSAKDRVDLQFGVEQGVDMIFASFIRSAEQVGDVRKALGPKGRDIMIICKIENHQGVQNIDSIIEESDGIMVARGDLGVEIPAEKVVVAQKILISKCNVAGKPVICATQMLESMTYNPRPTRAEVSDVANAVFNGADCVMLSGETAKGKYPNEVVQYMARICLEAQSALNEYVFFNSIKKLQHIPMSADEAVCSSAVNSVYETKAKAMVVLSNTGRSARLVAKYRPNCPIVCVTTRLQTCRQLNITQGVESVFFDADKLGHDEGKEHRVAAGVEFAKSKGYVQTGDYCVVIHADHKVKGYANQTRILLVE
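qHTS format; LmPK 0.1 nM; substrates PEP 0.5 mM and ADP 0.1 mM. One-hour room-temperature incubation, then coupled luciferase luminescence; 0.5 nM enzyme wells mark activation.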
Tb PYK inh: qHTS of Trypanosoma Brucei Inhibitors; TbPYK enzyme, Kinase-Glo Plus ATP luminescence, 45 min; 410,000 compounds, 0.12% hits; pyruvate kinase (Trypanosoma brucei), Q57TT1; Potency, µM (series often up to 76.8 µM), for inactives: at the highest dose activity, negative = inhibition, actives largely listed as inhibitors; AID 624173, 2012; further: potency means the concentration at half of the fitted maximal effect; nearly all actives have a fitted effect of over 50% in size
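TbPYK + substrate in 50 mM TEA pH 7.2, 100 mM KCl, 10 mM MgCl2, 0.05% BSA, 0.01% Tween-20; cpd pinned; ADP 130 uM final; 45 min RT; Kinase-Glo Plus 10 min; luminescence endpoint.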
Active calls of the source: *; u = inconclusive; x = no result given; [ ] = another dose, or the depositor's remark. Unless noted, the call rests on the fitted dose curve; in most records, active means well fitted curve in the direction sought with a large enough effect; inconclusive means small, poorly fitted or top-dose-only effect, or another doubt; inactive means no such curve, though single readings can be large; an effect the other way counts as inactive or inconclusive. Unless noted, on the % scale 0 is the no-effect control and ±100 the full control effect. Rows were taken by chance; about 7.5% have a hit in one of these screens.

The opening 5 records (preview)
SMILES	AMA1-RON2 inh	HCV inh	AmpC inh detg	HCMV antiviral	AmpC no deterg	LmPK inhibitor	Tb PYK inh
Cc1c(C#N)c2ccccc2n1CC(=O)N1CCCC1	12%	6%	-12%	20	3%	-5%	-4%
Cc1cccn2c(=O)c3cc(S(=O)(=O)c4ccccc4)c(=N)n(Cc4ccco4)c3nc12	10%	7%	2%	32	19%	-1%	5%
COc1cc(C(NC(C)=O)NC(C)=O)ccc1OCc1ccccc1	-4%	20%	-15%	-2	-12%[11.4 µM]	5%	1%
Cc1ccnc2nc(C(=O)NCCc3ccc(F)cc3)nn12	5%	2%	u	26	-2%	-1%	-1%
Cc1cc(C)cc(OCC(=O)Nc2ccccc2C(=O)NCc2ccco2)c1	-16%	u	-15%	1	-24%	5%	-5%

The listing (from the top)
SMILES	AMA1-RON2 inh	HCV inh	AmpC inh detg	HCMV antiviral	AmpC no deterg	LmPK inhibitor	Tb PYK inh
Cc1c(C#N)c2ccccc2n1CC(=O)N1CCCC1	12%	6%	-12%	20	3%	-5%	-4%
Cc1cccn2c(=O)c3cc(S(=O)(=O)c4ccccc4)c(=N)n(Cc4ccco4)c3nc12	10%	7%	2%	32	19%	-1%	5%
COc1cc(C(NC(C)=O)NC(C)=O)ccc1OCc1ccccc1	-4%	20%	-15%	-2	-12%[11.4 µM]	5%	1%
Cc1ccnc2nc(C(=O)NCCc3ccc(F)cc3)nn12	5%	2%	u	26	-2%	-1%	-1%
Cc1cc(C)cc(OCC(=O)Nc2ccccc2C(=O)NCc2ccco2)c1	-16%	u	-15%	1	-24%	5%	-5%
O=C(OCC1OC(n2ccc(=O)[nH]c2=O)C(O)C1OC(=O)c1ccccc1)c1ccccc1 (stereo unspecified)	0%	-16%	5%	46	14%	4%	-2%
O=C(C[n+]1cccc2ccccc21)c1ccc(NC(=O)c2ccccc2)cc1	-5%	-13%	-2%	-83*	-3%	4%	-7%
COc1ccc(CCNC(=O)C2CCN(S(=O)(=O)c3ccc(C)cc3)CC2)cc1	0%	u	9%	7	7%	6%	-17%
Cc1ccc(CCNC(=O)c2cc(S(=O)(=O)N3CCCC3)cn2C)cc1	8%	u	-10%	-1	4%	1%	-2%
CSc1ccc(CCNC(=O)CCc2nnc3ccc(N4CCOCC4)nn23)cc1	-8%	9%	-8%	-5	39%	1%	2%
COc1ccc(C(=O)OCC(=O)NCCCc2ccccc2)cc1[N+](=O)[O-]	15%	1%	2%	-6	-8%	1%	-4%
Cn1c(NNC(=O)CCC2CCCCC2)cc(=O)n(C)c1=O	0%	4%[8.37 µM]	u	0	2%	-1%	-1%
O=C1NC[C@H](CCCCN2C[C@H](Cc3ccc(O)cc3)N(CCc3ccccc3)C(=O)C2=O)N(CCC2CCCCC2)C1=O	20%	x	x	-23	x	x	0%
COc1cc(NC(=O)c2cc(-c3cccnc3)nc3ccc(Br)cc23)cc(OC)c1	-9%	u	-7%	-37	-3%	2%	-8%
O=C(NCc1ccco1)C(c1ccc(F)cc1)N(C(=O)Cc1cccs1)c1cccnc1 (stereo unspecified)	-7%	-3%	-8%	-33	-10%	-2%	1%
Cc1ccc(CN2CCN(/N=C/c3cccnc3)CC2)cc1	-8%	28%	-8%	-11	1%	-5%	-6%
COc1cc2c(cc1OC)C(C)N(C(=O)/C=C/c1cc(OC)c(OC)c(OC)c1)CC2 (stereo unspecified)	0%	u	1%	42	66%[activator]	-1%	4%
CC(=O)CC(=O)NC(=NC1CCCCC1)Nc1nc(C)cc(C)n1	1%	11µM*	u	51	2%	1%	-6%
CCn1c(CSc2nc(C)cc(C)n2)nnc1SCC(N)=O	-13%	3%	-6%	-19	0%	-5%	5%
O=C(CNC(=O)c1cccc(F)c1)OCC(=O)N1CCCc2ccccc21	-24%	-4%	4%	41	3%	2%	1%
CCOC(=O)c1c(NC(=O)c2cc(-c3ccc(Br)cc3)on2)sc(C)c1C	x	x	0%	-4	x	x	1%
Cc1ccc(/C=N/NC(=O)C2(O)c3ccccc3-c3ccccc32)o1	20%	17%	2%	-26	-20%	6%	-3%
Cc1onc(-c2ccccc2)c1C(=O)OCC(=O)NC(=O)c1ccccc1	9%	21%	-18%	12	40%	x	6%
CCc1ccccc1Nc1sc(C(=O)c2ccccc2)c(N)c1S(=O)(=O)c1ccccc1	x	x	-10%	2	x	x	3%
O=C(c1ccc2c(=O)n3c(nc2c1)CCCCC3)N1CCN(c2ccc(Cl)cc2)CC1	0%	u	u	-21	160%[activator]	6%	-7%
Cn1c(SCC(=O)NC2CCCC2)nc2c(c1=O)SCC2	-7%	3%	7%	-14	-10%	2%	-6%
Cc1ccccc1/C=C1\Oc2ccccc2C1=O	-8%	-9%	x	-11	-12%	x	-9%
Cc1cc(NC(=O)c2cc(-c3ccccn3)nc3c(Cl)cccc23)no1	-7%	7%	3%	36	-10%	-11%	-3%
COCCNC(=O)C(OC(=O)c1ccco1)c1ccc(OC)cc1 (stereo unspecified)	0%	13%	x	10	x	x	-6%
Cc1ccc(C)c2[nH]c(=O)c(CN(Cc3cccs3)C(=S)NCc3ccco3)cc12	-3%	-7%	0%	8	-30%	6%	1%
Cc1ccc(N2C(=O)NC(=O)/C(=C\c3ccc(N4CCOCC4)cc3)C2=O)cc1	-2%	11%	-3%	14	-35%	2%	u
Cc1ccc(C(=O)NC2CCS(=O)(=O)C2)cc1S(=O)(=O)N1CCOCC1 (stereo unspecified)	-5%	12%	-1%	u	-6%	-5%	-5%
Cn1cc([N+](=O)[O-])c(C(=O)Nc2ccn(Cc3c(F)c(F)cc(F)c3F)n2)n1	0%	u	2%	-92*	-3%	0%	6%
O=C(CC1(O)C(=O)N(CCc2ccccc2)c2ccc(Br)cc21)c1ccccc1O (stereo unspecified)	x	x	-3%	-77*	x	x	-4%
Cc1cccn2c(=O)c3cc(C(=O)NCCCN4CCCC4=O)n(C)c3nc12	3%	u	-3%	-17	70%[activator]	0%	0%
O=C(Cc1ccccc1)NC(Nc1cccc2ccccc12)C(Cl)(Cl)Cl (stereo unspecified)	-5%	-20%	4%	-29	-34%	5%	5%
Fc1ccc(CNc2nc(-c3cccnc3)nc3ccccc23)cc1	3%	11µM*	-12%	18	-27%	6%	1%
COc1ccc(NC(=O)c2cc3ccccc3cc2OC)cc1	2%	8.9µM*	-5%	174	57%	0%	1%
CC1=NS(=O)(=O)NC(C)(C)C1	2%	40%[activator]	x	-15	x	x	5%
CCOC(=O)Cc1nnc(NC(=O)CSc2nnc3c4ccccc4n(C)c3n2)s1	-7%	6%	-14%	-23	1%	-2%	2%
CN1CCN(C(=O)CCc2nc3ccccc3n2-c2ccccc2)CC1	-21%	15%	-9%	-22	4%	0%	4%
Oc1ccc(C[C@H]2CNC(=S)N2CC2CCCN2C[C@H](Cc2ccccc2)N2C[C@H](Cc3ccc(O)cc3)N(CC3CCCCCC3)C2=S)cc1 (stereo partly specified)	9%	u	x	-63*	x	x	-6%
CC1CN(C(=O)COC(=O)c2ccc3ccccc3c2)CC(C)O1 (stereo unspecified)	-4%	x	x	-11	x	x	-2%
COc1ccc(OC)c(C2C3CN(C(C)C)CC=C3C(C#N)=C(N)C2(C#N)C#N)c1 (stereo unspecified)	-5%	-5%	-12%	-8	5%	3%	1%
O=C(CC1NCCN(Cc2ccccc2)C1=O)Nc1ccc(Cl)cc1 (stereo unspecified)	7%	0%	0%	30	71%[activator]	2%	7%
O=C(NCc1ccc(-c2csnn2)cc1)C1CC1	4%	-6%	6%	-17	-1%	1%	-4%
O=C(CSc1nnc(CNc2cccc(C(F)(F)F)c2)n1Cc1ccco1)NCc1ccco1	-6%	2%	-2%	43	-9%	2%	u
CCOc1c(Cl)cc(C(=O)Nc2ccccc2C(=O)O)cc1Cl	-2%	7%	-3%	-30	-26%	0%	x
Nc1nnc(SCC(=O)Nc2ccc(Cl)c(C(=O)O)c2)s1	-3%	7%	2%	u	-16%	-2%	-3%
CCN(CC)CCCNC(=O)c1ccc(Cn2c(SCc3ccccc3)nc3cccnc32)cc1	x	x	7%	17	x	x	2%
CN(Cc1ccccc1)C(=O)COC(=O)CCC(=O)c1ccc(Cl)cc1	-13%	20%	x	9	42%	x	-1%
Cc1cccc(N=c2c([N+](=O)[O-])nn(-c3ccc(Cl)cc3)n2O)c1	-7%	10%	0%	3	-60%	0%	-4%
CCOc1ccc(NC(=O)CSc2ccc(-c3cccnc3)nn2)cc1	21%	-7%	-1%	39	-2%	-2%	-8%
COc1ccc(S(=O)(=O)N2CCN(C(=O)N3CCOCC3)C2C)cc1 (stereo unspecified)	-3%	15%	-12%	85	0%	2%	6%
CCOC(=O)CCNCc1ccc(OC)c(OC)c1	-20%	11%	-2%	-10	-2%	-3%	-19%
COc1ccc(NC(=O)COC(=O)CNS(=O)(=O)c2ccc(F)c(F)c2F)cc1OC	5%	3%	u	30	-13%	4%	-8%
CCOc1ccc(S(=O)(=O)N2CCCC(C(=O)NCc3ccncc3)C2)cc1Cl (stereo unspecified)	4%	-11%	-6%	-31	92%[activator]	-4%	6%
O=C(Cn1c(=O)oc2cc(S(=O)(=O)N3CCCC3)ccc21)N1CCN(c2ccccc2)CC1	-2%	12%	-2%	-40	9%	2%	7%
CCOC(=O)C1(Cc2ccc(Cl)cc2)CCN(Cc2cnc(N)nc2)CC1	0%	-8%	2%	u	66%[activator]	-4%	-7%
O=C(O)C1CC=CCC1C(=O)Nc1ccccc1C(=O)N1CCN(c2ccccc2)CC1 (stereo unspecified)	-3%	9%	-1%	6	-15%	1%	5%
O=C(COc1ccccc1)Nc1nccs1	0%	24%	-5%	24	-18%	14µM*	-16%
N#Cc1ccccc1NC(=O)COC(=O)CN1C(=O)C2CCCCC2C1=O (stereo unspecified)	-4%	u	x	-2	-15%	x	1%
COc1ccc(CNC(=O)C2CCCN2C(=O)NCc2ccccc2)cc1 (stereo unspecified)	-1%	-25%	2%	51	-12%	8%	-3%
